CHT PAM = human CHT allosteric activation; Q9GZV3; CHT-expressing cells, membrane potential dye, choline EC20; stronger effect = higher value; LV-AA mutant CHT in HEK293 cells; B-score at 10 µM; 310,000 tested, 0.49% active;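 active = initial fluorescence not abnormally high and integrated response B-score, plate-corrected, over 3 SD above library mean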
Target sequence (Q9GZV3 whole entry, looked up): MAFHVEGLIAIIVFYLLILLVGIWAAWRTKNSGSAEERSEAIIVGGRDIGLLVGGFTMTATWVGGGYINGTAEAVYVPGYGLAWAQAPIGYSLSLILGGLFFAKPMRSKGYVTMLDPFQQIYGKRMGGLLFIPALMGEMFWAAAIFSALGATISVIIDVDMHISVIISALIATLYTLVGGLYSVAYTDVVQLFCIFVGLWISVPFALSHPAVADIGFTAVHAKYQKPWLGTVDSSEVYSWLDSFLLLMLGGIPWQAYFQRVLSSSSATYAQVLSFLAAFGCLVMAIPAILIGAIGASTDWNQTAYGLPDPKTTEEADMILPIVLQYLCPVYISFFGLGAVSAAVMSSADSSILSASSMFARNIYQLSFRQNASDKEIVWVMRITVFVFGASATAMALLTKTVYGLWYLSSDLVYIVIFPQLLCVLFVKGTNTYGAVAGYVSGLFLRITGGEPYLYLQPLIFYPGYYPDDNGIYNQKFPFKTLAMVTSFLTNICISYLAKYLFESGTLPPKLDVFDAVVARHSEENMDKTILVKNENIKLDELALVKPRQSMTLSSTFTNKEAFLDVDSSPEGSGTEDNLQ
OX1R antag-1 = human HCRTR1 antagonism. O43613. CHO/OX1R cells, Fluo-8 calcium fluorescence, orexin A. inhibition, % at 5 µM. 330,000 tested, 0.43% active. AID 434989;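 active = inhibition above its plate's threshold, mean inhibition of all tested compounds on the plate plus 3 SD, cut at about 37% in these data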;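 note: 0% = orexin A challenge wells and 100% = SB-334867-A antagonist wells; not every result past the cut was called active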
Target sequence (O43613 whole entry, looked up): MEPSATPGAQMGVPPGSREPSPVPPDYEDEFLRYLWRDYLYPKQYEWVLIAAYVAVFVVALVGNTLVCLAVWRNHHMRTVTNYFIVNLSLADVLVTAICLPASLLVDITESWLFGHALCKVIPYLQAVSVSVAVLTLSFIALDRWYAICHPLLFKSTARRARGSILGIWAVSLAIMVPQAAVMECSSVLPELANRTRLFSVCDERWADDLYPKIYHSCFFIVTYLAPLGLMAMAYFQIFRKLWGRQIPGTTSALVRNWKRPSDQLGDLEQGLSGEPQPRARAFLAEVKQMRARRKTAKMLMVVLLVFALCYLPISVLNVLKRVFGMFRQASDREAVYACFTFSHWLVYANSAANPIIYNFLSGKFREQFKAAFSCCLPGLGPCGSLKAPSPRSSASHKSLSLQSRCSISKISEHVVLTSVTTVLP
OX1R antag-2 = OX1R (human) antagonism. inhibition, % at 6.6 µM. 330,000 tested, 1.8% active. OX1R-expressing cells, FRET antagonist read-out. AID 485270. O43613; in the data active = inhibition mostly above about 38%, no sharp cut-off; inactive = mostly below about 40%;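 note: 0% = agonist challenge alone and 100% = reference antagonist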
Active calls of the source: *. Some of the compounds tested. The share of hits here may be higher or lower than overall.

CC1(C)C(=O)C=C[C@]2(C)[C@H]3CC[C@@]4(C)[C@H](c5ccoc5)OC(=O)[C@H]5O[C@]54[C@]3(C)[C@H](O)C[C@@H]12 was read as CHT PAM inactive, OX1R antag-1 -18 and OX1R antag-2 11.
For COC(=O)c1ccccc1N=Cc1c(O)[nH]c(=S)[nH]c1=O the results were CHT PAM inactive, OX1R antag-1 -15 and OX1R antag-2 18.
For O=C(NC1CCCCC1)[C@@H]1CC=C[C@@H]2CCN(Cc3ccccc3)C(=O)[C@@H]21 the results were CHT PAM inactive, OX1R antag-1 42 and OX1R antag-2 75*.
Screening CCOc1cc(CNCCc2cccc(F)c2)ccc1OC returned CHT PAM inactive, OX1R antag-1 -21 and OX1R antag-2 -3.
ClC1=C(Cl)C2(Cl)C3C(Cl)C=CC3C1(Cl)C2(Cl)Cl (stereo unspecified) was read as OX1R antag-1 4 and OX1R antag-2 3.
O=C1NC(=O)C(CCc2ccncc2)(Cc2ccc(OCc3ccccc3)cc2)C(=O)N1 was read as CHT PAM inactive, OX1R antag-1 -6 and OX1R antag-2 3.
Screening C(#CCN1CCOCC1)COCC#Cc1ccccc1 returned CHT PAM inactive, OX1R antag-1 -3 and OX1R antag-2 17.
Screening COc1cccc(CN2CCN(C(=O)Cc3ccccc3OC)CC2)c1 returned CHT PAM inactive, OX1R antag-1 -28 and OX1R antag-2 1.
`O=C1NC(=O)N(c2ccccc2F)C(=O)/C1=C/c1cn(CC(=O)N2CCOCC2)c2ccccc12` gave CHT PAM inactive, OX1R antag-1 -14 and OX1R antag-2 38.
For CCOC(=O)c1sc(/N=C/c2c(O)n(-c3ccccc3)c(=O)[nH]c2=O)c(C#N)c1C the results were CHT PAM inactive, OX1R antag-1 -8 and OX1R antag-2 22.
Screening O=C(c1cc2c(s1)CCCCCC2)N1CCC2(CC1)OCCO2 returned CHT PAM inactive, OX1R antag-1 -17 and OX1R antag-2 9.
O=C(C[n+]1ccn(CCCNP2(=O)C=C(c3ccccc3)OC(c3ccccc3)=C2)c1)c1ccccc1 was read as CHT PAM inactive, OX1R antag-1 -11 and OX1R antag-2 6.
Screening C=C(CO)CC1CC(O)[C@]2(C)OC3CC4OC5C[C@]6(C)O[C@]7(C)CCC8OC9C[C@]%10(C)OC%11C(C)=CC(=O)OC%11CC%10OC9C[C@@H](C)C8OC7CC6O[C@]5(C)C/C=C\C4OC3CC2O1 (stereo partly specified) returned CHT PAM inactive, OX1R antag-1 -13 and OX1R antag-2 2.
For Cc1cc(C)cc(NC(=O)CCNC(=O)N2C[C@H]3C[C@@H](C2)c2cccc(=O)n2C3)c1 the results were CHT PAM inactive, OX1R antag-1 -4 and OX1R antag-2 2.
For O=C(CCl)Nc1nccs1 the results were CHT PAM inactive, OX1R antag-1 -11 and OX1R antag-2 7.
For Cc1ccc2c(c1)C1CN(C)CCC1N2C(=O)Nc1cccc(C(F)(F)F)c1 (stereo unspecified) the results were CHT PAM inactive, OX1R antag-1 -26 and OX1R antag-2 11.
For CCc1ccc(CN2CCN(C(=O)Cc3ccccc3)CC2)cc1 the results were CHT PAM inactive, OX1R antag-1 -12 and OX1R antag-2 8.
For Cc1ccccc1-n1c(C)nc2ccsc2c1=O the results were CHT PAM inactive, OX1R antag-1 -9 and OX1R antag-2 28.
For O=C(O)Cn1cc(C(=O)c2ccccc2)c2ccccc21 the results were CHT PAM inactive, OX1R antag-1 16 and OX1R antag-2 3.
Screening O=P(Nc1ccccc1)(Nc1ccccc1)Oc1cccc(Cl)c1 returned CHT PAM inactive, OX1R antag-1 2 and OX1R antag-2 1.
`O=C(Nc1cccc2ccccc12)N1CCC2(CC1)OCCO2` gave CHT PAM inactive, OX1R antag-1 9 and OX1R antag-2 21.
`O=C1NC(=O)N(Cc2ccccc2)C(=O)/C1=C\N1CCCc2ccccc21` gave CHT PAM inactive, OX1R antag-1 1 and OX1R antag-2 18.
`O=C(Cc1ccccc1)N1CCN(C2CCCCCC2)CC1` gave CHT PAM inactive, OX1R antag-1 -10 and OX1R antag-2 -4.
`CCCN(CC1CC1)CC(O)c1ccccc1` (stereo unspecified) gave CHT PAM inactive, OX1R antag-1 -7 and OX1R antag-2 -10.
CCCNc1oc(-c2cccc3ccccc23)nc1C#N was read as CHT PAM inactive, OX1R antag-1 -3 and OX1R antag-2 23.
`CC(NC1CCCCC1)C(O)C12CC3CC(CC(C3)C1)C2` (stereo unspecified) gave CHT PAM inactive, OX1R antag-1 -55 and OX1R antag-2 11.
Cc1cccc(CN2CCN(C(=O)Cc3ccccc3)CC2)c1 was read as CHT PAM inactive, OX1R antag-1 -5 and OX1R antag-2 9.
`O=C(Nc1ccc(C(F)(F)F)cc1)c1cccn(Cc2ccc3c(c2)OC(F)(F)O3)c1=O` gave CHT PAM inactive, OX1R antag-1 -11 and OX1R antag-2 17.
Screening COc1ccc(-n2c(/C=C/c3ccc(O)c(OC)c3)nc3ccccc3c2=O)cc1 returned CHT PAM inactive, OX1R antag-1 8 and OX1R antag-2 24.
`CC(=O)N1CCC2(CC1)CC(=O)c1cc(OCC(=O)N3CCC4(CC3)OCCO4)ccc1O2` gave CHT PAM inactive, OX1R antag-1 -10 and OX1R antag-2 2.
`Cc1cc(N)n(C2CCN(C)CC2)n1` gave CHT PAM inactive, OX1R antag-1 -13 and OX1R antag-2 2.
For C[N+](C)(C)CC(=O)O the results were CHT PAM inactive, OX1R antag-1 -14 and OX1R antag-2 17.
`O=C(c1cnn2c(C(F)(F)F)cc(-c3ccccc3)nc12)N1CCC2(CC1)OCCO2` gave CHT PAM inactive, OX1R antag-1 -15 and OX1R antag-2 14.
CCOC(=O)N(C)c1ccc(C(O)(C(=O)OCC)C(F)(F)F)cc1 (stereo unspecified) was read as CHT PAM inactive, OX1R antag-1 -3 and OX1R antag-2 20.
Screening CC1CN=C(Nc2ccc(F)c(Cl)c2)S1 (stereo unspecified) returned CHT PAM inactive, OX1R antag-1 -26 and OX1R antag-2 13.
CC1CCCCN1Cc1ccc(Cl)nc1 (stereo unspecified) was read as CHT PAM inactive, OX1R antag-1 7 and OX1R antag-2 -2.
`CC(C)NC(=O)c1ccc(N2CC3CC(C2)c2cccc(=O)n2C3)c([N+](=O)[O-])c1` (stereo unspecified) gave CHT PAM inactive, OX1R antag-1 -20 and OX1R antag-2 26.
For CCn1c(C(=O)N2CCC(C(=O)N3CCC4(CC3)OCCO4)CC2)cc2sccc21 the results were CHT PAM inactive, OX1R antag-1 -17 and OX1R antag-2 8.
`CCCn1c(C(=O)c2ccc(OC)cc2)nc2ccccc21` gave CHT PAM inactive, OX1R antag-1 -27 and OX1R antag-2 1.
For CCOc1c(P(=S)(N(C)C)N(C)C)c(C)nn1-c1ccccc1 the results were CHT PAM inactive, OX1R antag-1 12 and OX1R antag-2 53.
`COCCNCCOc1ccc(C(C)(C)c2ccccc2)cc1` gave CHT PAM inactive, OX1R antag-1 -14 and OX1R antag-2 17.
`CC(=O)Nc1nnc(CCN(CCc2nnc(NC(C)=O)s2)[N+](=O)[O-])s1` gave CHT PAM inactive, OX1R antag-1 2 and OX1R antag-2 3.
O=c1[nH]c2ccccc2n1CCCN1CCC(n2c(=O)[nH]c3cc(Cl)ccc32)CC1 was read as CHT PAM inactive, OX1R antag-1 0 and OX1R antag-2 16.
COC(=O)C1=C(c2cccc(C#N)c2)C[C@@H]2CC[C@H]1N2C(=O)NCCCOC(C)C was read as OX1R antag-1 6 and OX1R antag-2 13.
Screening C=Cn1ccnc1P(=S)(c1ccn(C)c1)c1nccn1C=C returned CHT PAM inactive, OX1R antag-1 -15 and OX1R antag-2 5.
COCCOC(=O)C1=C(N)Oc2c(c(=O)oc3ccccc23)[C@@]12C(=O)Nc1ccccc12 was read as CHT PAM inactive, OX1R antag-1 -9 and OX1R antag-2 14.
CCCCn1c(N)c(C(=O)OCC2CCCO2)c2nc3ccccc3nc21 (stereo unspecified) was read as CHT PAM inactive, OX1R antag-1 78* and OX1R antag-2 100*.
Screening C=CCN1C(=O)/C(=C\c2ccc(N3CCOCC3)o2)C(=O)NC1=S returned CHT PAM inactive, OX1R antag-1 -1 and OX1R antag-2 23.
Screening O=C1/C(=C\c2ccc(Cl)c(Cl)c2)N2CCC1CC2 returned CHT PAM inactive, OX1R antag-1 1 and OX1R antag-2 10.
Screening COc1ccc(CN2CCN(C(=O)COc3ccc4ccccc4c3)CC2)c(OC)c1 returned CHT PAM inactive, OX1R antag-1 -26 and OX1R antag-2 6.
For CCCCCn1c(=O)c(C(=O)Nc2ccccc2Cl)c(O)c2ccccc21 the results were CHT PAM inactive, OX1R antag-1 -6 and OX1R antag-2 10.
`Cc1cc(C)cc(N2C(=O)NC(=O)/C(=C/c3cccn3-c3ccc(Cl)cc3)C2=O)c1` gave CHT PAM inactive, OX1R antag-1 -4 and OX1R antag-2 15.
`COc1cccc(CC(=O)N2CCN(Cc3cccc(Cl)c3)CC2)c1` gave CHT PAM inactive, OX1R antag-1 -5 and OX1R antag-2 8.
For CCOC(=O)C1(c2ccccc2)CCN(CC(=O)Nc2cccc3ccccc23)CC1 the results were CHT PAM inactive, OX1R antag-1 -38 and OX1R antag-2 18.
Screening C/C(=N\NC(=O)c1ccccc1)c1c(O)n(C2CCCCC2)c(=O)[nH]c1=O returned CHT PAM inactive, OX1R antag-1 -5 and OX1R antag-2 9.
Screening O=C1C=Cc2ccccc2C1=O returned CHT PAM inactive, OX1R antag-1 6 and OX1R antag-2 19.
Cc1ccc(NC2=NCCCS2)cc1Cl was read as CHT PAM inactive, OX1R antag-1 -23 and OX1R antag-2 5.
N#Cc1ccccc1NC(=O)CN1CC=C(c2ccccc2)CC1 was read as CHT PAM inactive, OX1R antag-1 -40 and OX1R antag-2 50.
COC(=O)C1=C(c2ccc(F)cc2F)C[C@@H]2CC[C@H]1N2C was read as OX1R antag-1 -15 and OX1R antag-2 7.
Cc1ccc(CN2CCCN(Cc3ccc(Cl)cc3)S2(=O)=O)cc1 was read as CHT PAM inactive, OX1R antag-1 -25 and OX1R antag-2 -4.
Screening COc1ccc2[nH]c(C)c(CCNCc3cc(OC)c(OC)c(OC)c3)c2c1 returned CHT PAM inactive, OX1R antag-1 -24 and OX1R antag-2 26.
`O=c1[nH]c(=O)n(C2CCCCC2)c(O)c1/C=C/C=Nc1ccccc1` gave CHT PAM inactive, OX1R antag-1 3 and OX1R antag-2 24.
COC(=O)c1c(C)n(Cc2ccco2)c2ccc(O)cc12 was read as CHT PAM inactive, OX1R antag-1 0 and OX1R antag-2 9.
`CN(C)C(=O)Oc1cccc(-c2cn3cc(Cl)ccc3n2)c1` gave CHT PAM inactive, OX1R antag-1 -44 and OX1R antag-2 20.
For Cc1ccc(-n2c(O)c(C=NCCCn3ccnc3)c(=O)[nH]c2=O)cc1 the results were CHT PAM inactive, OX1R antag-1 10 and OX1R antag-2 4.
`O=[N+]([O-])c1ccc(N2CCNCC2)cc1NCC1CCCO1` (stereo unspecified) gave CHT PAM 9*, OX1R antag-1 -20 and OX1R antag-2 36.
`O=C(CN1CCCC1=O)NCCc1ccccc1` gave CHT PAM inactive, OX1R antag-1 -10 and OX1R antag-2 5.
For CC(=O)OC1(c2ccc(C)cc2)CN2CCC1c1ccccc12 (stereo unspecified) the results were CHT PAM inactive, OX1R antag-1 -12 and OX1R antag-2 18.
Screening COc1ccc(CC2c3cc(OC)c(OC)cc3CCN2C)cc1O (stereo unspecified) returned CHT PAM inactive, OX1R antag-1 -7 and OX1R antag-2 10.
For O=C(c1ccc(N2CC3CC(C2)c2cccc(=O)n2C3)c([N+](=O)[O-])c1)N1CCCC1 (stereo unspecified) the results were CHT PAM inactive, OX1R antag-1 -19 and OX1R antag-2 19.
O=C(c1cccn2c(=O)c3ccccc3nc12)N1CCC2(CC1)OCCO2 was read as CHT PAM inactive, OX1R antag-1 -10 and OX1R antag-2 18.
Screening O=[N+]([O-])c1cccc(NP(=O)(Oc2ccccc2)Oc2ccccc2)c1 returned CHT PAM inactive, OX1R antag-1 -28 and OX1R antag-2 7.

Filtered by structure, the entries above containing an NH in an aromatic ring (seven)
For COC(=O)c1ccccc1N=Cc1c(O)[nH]c(=S)[nH]c1=O the results were CHT PAM inactive, OX1R antag-1 -15 and OX1R antag-2 18.
For CCOC(=O)c1sc(/N=C/c2c(O)n(-c3ccccc3)c(=O)[nH]c2=O)c(C#N)c1C the results were CHT PAM inactive, OX1R antag-1 -8 and OX1R antag-2 22.
O=c1[nH]c2ccccc2n1CCCN1CCC(n2c(=O)[nH]c3cc(Cl)ccc32)CC1 was read as CHT PAM inactive, OX1R antag-1 0 and OX1R antag-2 16.
Screening C/C(=N\NC(=O)c1ccccc1)c1c(O)n(C2CCCCC2)c(=O)[nH]c1=O returned CHT PAM inactive, OX1R antag-1 -5 and OX1R antag-2 9.
Screening COc1ccc2[nH]c(C)c(CCNCc3cc(OC)c(OC)c(OC)c3)c2c1 returned CHT PAM inactive, OX1R antag-1 -24 and OX1R antag-2 26.
`O=c1[nH]c(=O)n(C2CCCCC2)c(O)c1/C=C/C=Nc1ccccc1` gave CHT PAM inactive, OX1R antag-1 3 and OX1R antag-2 24.
For Cc1ccc(-n2c(O)c(C=NCCCn3ccnc3)c(=O)[nH]c2=O)cc1 the results were CHT PAM inactive, OX1R antag-1 10 and OX1R antag-2 4.

Screening data (PubChem BioAssay)
